# OX1R antag-1: antagonists of human orexin 1 receptor (OX1R); Orexin/Hypocretin receptor type 1 (Homo sapiens), O43613; OX1R-expressing cells, FRET antagonist read-out; inhibition, % at 6.6 µM; 330,000 tested, 1.8% active; AID 485270, 2010; in the data active = inhibition mostly above about 38%, no sharp cut-off; inactive = mostly below about 40%;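 also: 0% = agonist challenge alone and 100% = reference antagonist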
# Target sequence (O43613 whole entry, looked up): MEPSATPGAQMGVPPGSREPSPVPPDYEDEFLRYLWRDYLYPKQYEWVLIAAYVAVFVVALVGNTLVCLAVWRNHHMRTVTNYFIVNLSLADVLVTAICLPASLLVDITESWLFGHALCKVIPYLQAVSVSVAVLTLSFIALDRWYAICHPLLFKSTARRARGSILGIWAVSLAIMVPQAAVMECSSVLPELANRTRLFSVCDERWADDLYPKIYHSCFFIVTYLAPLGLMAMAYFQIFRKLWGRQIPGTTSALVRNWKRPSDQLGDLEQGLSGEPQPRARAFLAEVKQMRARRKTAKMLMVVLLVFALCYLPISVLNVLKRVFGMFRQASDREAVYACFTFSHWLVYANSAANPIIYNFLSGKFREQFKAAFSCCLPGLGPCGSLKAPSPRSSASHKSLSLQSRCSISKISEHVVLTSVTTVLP
# CHT PAM: CHT positive allosteric modulators, primary screen, cell-based, membrane potential dye, choline EC20; CHT-expressing cells; active compounds read high; LV-AA mutant CHT in HEK293 cells; B-score at 10 µM; 310,000 tested, 0.49% active; AID 488977, 2010;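 active = initial fluorescence not abnormally high and integrated response B-score, plate-corrected, over 3 SD above library mean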
# OX1R antag-2: OX1R (HCRTR1) antagonists, primary screen, fluorescence, CHO/OX1R cells, Fluo-8 calcium, orexin A | Orexin/Hypocretin receptor type 1 (Homo sapiens), O43613 | Fluo-8 calcium fluorescence | inhibition, % at 5 µM | 330,000 tested, 0.43% active | AID 434989, 2010;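 active = inhibition above its plate's threshold, mean inhibition of all tested compounds on the plate plus 3 SD, cut at about 37% in these data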;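 also: 0% = orexin A challenge wells and 100% = SB-334867-A antagonist wells; not every result past the cut was called active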
# * marks the source's active call; other numbers are inactive results; i = inactive; . = no result given.
SMILES,OX1R antag-1,CHT PAM,OX1R antag-2
COC(=O)c1c(C)[nH]c(C(=O)/C=C/c2cccc(Cl)c2)c1C,14,i,-17
CC(C)C[C@H]1CN=C(Nc2ccccc2)N1CC1CCC1,15,i,-35
O=C(COC(=O)/C=C/c1ccc(Cl)cc1Cl)NCC1CCCO1 (centres undefined),7,.,12
CCC1(CC)NC(=O)N(CC(=O)N2CCc3ccccc32)C1=O,8,.,-18
O=C(Cn1nc(Cc2cccnc2)c2ccccc2c1=O)NCc1ccc2c(c1)OCO2,10,i,-25
CC1(C)CC(=O)C=C(Nc2ccc(Br)cn2)C1,7,i,-11
COc1ccc(/C=C/c2cc[n+](C(=O)Cc3ccccc3)cc2)cc1,73*,i,-10
C/C(=N\NC(=S)NCc1ccccc1)c1ccc2c(c1)OCCO2,27,i,-1
Cc1c(/C=N/N=C2\CCC3C4CCc5cc(O)ccc5C4CCC23C)cnn1C (centres undefined),7,i,-28
COc1ccc(O)c(C(=O)c2cc(C#N)c(=O)n(CCN3CCOCC3)c2)c1,7,i,-25
Cc1ccccc1N1CC(C(=O)Nc2ccc(S(=O)(=O)N3CCCCC3)cc2)CC1=O (centres undefined),25,i,-2
CN(C)CCCN(C(=O)C1=COCCO1)c1nc2ccc(Br)cc2s1,15,i,-17
COC(=O)c1sc(N)c(C(=O)OC)c1CSc1nnc(-c2ccccc2Cl)n1C,34,i,-27
O=C(Sc1cccc2cccnc12)c1ccccc1Br,13,i,-9
O=C(COc1ccccc1/C=C1\SC(=S)NC1=O)Nc1ccc(F)cc1,57*,.,17
O=C(CN1C(=O)NC2(CCCc3ccccc32)C1=O)NCc1ccc(Cl)cc1Cl (centres undefined),22,i,-24
CC(C(=O)N(C)Cc1ccccc1)N1CCN(C/C=C/c2ccccc2)CC1 (centres undefined),23,i,-24
CCCCn1c(N)c(N(CCC(C)C)C(=O)C2CC(=O)N(CCc3ccc(OC)c(OC)c3)C2)c(=O)[nH]c1=O (centres undefined),-10,i,-9
C[C@@]12C(=O)Nc3cc(F)c(F)cc3C(=O)N1[C@H]1c3cc(Cl)ccc3OC[C@@H]1[C@@H]2c1ccccc1,13,.,19
Cc1ccc(Nc2c(F)c(F)c(F)c(F)c2C(=O)O)cc1,10,i,3
CN1CCN(CC(=O)Nc2ccc(Cl)cc2Cl)CC1,29,i,4
N=C1C(=O)OCC1c1ccccc1NC(=O)c1ccc(F)cc1 (centres undefined),22,i,-11
O=C(Nc1cccc([N+](=O)[O-])c1)C1CC(=O)N(C2CCCCC2)C1 (centres undefined),20,i,-25
O=C(O)CCCNC(=O)CCCNC(=O)C(c1ccccc1)c1ccccc1,13,i,-4
CC(OC(=O)C1CCN(c2ccc(C(F)(F)F)cn2)CC1)C(=O)Nc1ccc(S(N)(=O)=O)cc1 (centres undefined),20,i,-4
CSc1ccccc1C(=O)NC1CCCN(Cc2ccccc2F)C1 (centres undefined),10,i,-21
O=S(=O)(c1ccc(-n2cnnn2)cc1)N1CCNCC1,8,i,-3
CCCCSCCCNC(=O)c1ccc2c(c1)N(CC)C(=O)c1ccccc1S2=O (centres undefined),18,i,-57
Cc1ccc(/C=C2\SC(=S)N(c3cccnc3)C2=O)cc1,9,i,-18
COC(=O)c1ccc(NC(=O)CN(c2ccc3c(c2)OCO3)S(C)(=O)=O)cc1,10,i,-15

# OX1R antag-1, hit marks shown above
molecule,OX1R antag-1,OX1R antag-2
COc1ccc(/C=C/c2cc[n+](C(=O)Cc3ccccc3)cc2)cc1,73*,-10
O=C(COc1ccccc1/C=C1\SC(=S)NC1=O)Nc1ccc(F)cc1,57*,17

# The results go on.
SMILES,OX1R antag-1,CHT PAM,OX1R antag-2
Cc1ccc(C)c(NS(=O)(=O)c2cc(C(=O)NCCSC3CCCCC3)ccc2C)c1,17,i,51*
COc1cc(/C=C/C(=O)O)cc(S(=O)(=O)Nc2ccc3c(c2)OCO3)c1OC,18,i,0
Cc1nn(-c2ccccc2)c(C)c1NC(=O)COc1ccc([N+](=O)[O-])cc1,23,i,-31
C=CCN(c1ccccc1)S(=O)(=O)c1cccc(C(=O)NC2CCC(O)CC2)c1 (centres undefined),6,i,-27
CC1(C)CC(=O)C(CC(=O)Nc2cc(C(F)(F)F)ccc2Cl)C(=O)C1,15,i,-14
CCn1c(SCC(=O)Nc2ccc3[nH]c(=O)[nH]c3c2)nnc1-c1ccccc1,12,i,0
Cc1cccc(NC(=O)CSc2nc(C)c(Cc3ccccc3)c(=O)[nH]2)c1C,8,i,-20
O=C(CN(Cc1ccccc1)C(=O)c1ccco1)NCc1ccc(F)cc1,20,i,-27
CCOC(=O)c1cc(NC(=O)N(C(C)C)C2CCCCC2)c(C)nc1C,9,i,2
COc1ccc(NC(=O)C(=O)N/N=C/c2cc(C)n(-c3cccc(Cl)c3Cl)c2C)c(OC)c1,21,i,-6
CC(NC(=O)c1ccc(F)cc1)c1nc2ccccc2n1Cc1ccccc1F (centres undefined),13,i,-25
Cc1cc(NC2C3CC4CC(C3)CC2C4)n2nnnc2n1 (centres undefined),17,i,18
Cc1ccccc1CC1(CO)CCCN(Cc2nc(-c3cccs3)oc2C)C1 (centres undefined),25,i,-12
COc1ccccc1NC(=O)Cn1cncc1-c1ccc([N+](=O)[O-])cc1,34,i,-11
O=C(NCc1ccccc1Cl)C(=O)c1c[nH]c2ccccc12,29,i,-6
COC(=O)Cc1c(O)ccn(Cc2cccc3ccccc23)c1=O,10,i,2
O=Cc1c(NCCN2CCOCC2)c2ccccc2[nH]c1=O,30,i,-4
Nc1ccnc(C(F)(F)F)c1C(=O)c1ccccc1,19,i,-2
Cc1ccc(S(=O)(=O)n2nc(C)c(C#N)c2N)cc1,17,i,5
CCOC(=O)C1CCN(C(c2ccccn2)c2c(C)[nH]c3ccccc23)CC1 (centres undefined),8,i,-2
Cc1ccc2c(c1)-n1c(nc3cc(F)ccc3c1=O)C(Cc1ccc(O)cc1)NC2=O (centres undefined),7,.,2
O=C(NNc1ccccc1)C(CCO)C(=O)NNc1ccccc1,6,i,8
Cc1ccc(S(=O)(=O)N2CCCN(C(=O)CNC(=O)c3cccc(C)c3)CC2)cc1,10,.,-24
CC(C)C1COS(=O)(=O)NC1CC(=O)SC(C)(C)C (centres undefined),6,i,-24
Cc1ccc(C(=O)Cn2nnc3ccccc32)cc1C,6,i,-15
N#CCCn1[nH]c(-c2ccccc2)cc1=O,14,i,-5
CCCN=C1N(CC)C[C@@H]2[C@@H]3C(=O)N(C)C(=O)[C@@H]3[C@](Cc3ccccc3)(C(=O)OC)N12,0,.,-3
O=S1(=O)C=C(SCc2ccc(Cl)c(Cl)c2)Nc2ccccc21,28,i,37
CCCCC(=O)Nc1ccc(C(=O)NCCc2ccc(S(N)(=O)=O)cc2)cc1,13,i,5
COc1ccc(Nc2nc(N)nc(CSc3nnc(C)s3)n2)cc1,20,i,-19
COc1cccc(C2=CC(=O)CC(C)(C)C2)c1,8,.,-22
O=C1N/C(=N/N=C/c2ccccc2O)SC1Cc1ccc(F)cc1 (centres undefined),11,i,-11
CCOC(=O)C1=C(C)Nc2ccccc2N/C1=N\S(=O)(=O)c1cc(C(=O)O)ccc1Cl,7,.,-13
O=C(C1CCCN1C(=O)c1cccs1)N1CCN(S(=O)(=O)c2ccc(F)cc2)CC1 (centres undefined),-6,.,-14
Cn1c(=O)c2c(nc3n2CC(CO)O3)n(C)c1=O (centres undefined),13,i,-9
O=C1/C(=C/c2cccnc2)SC(=S)N1N1CCOCC1,23,i,-20
CC1CN(c2snnc2C=C2C(=O)OC(C)(C)OC2=O)CC(C)O1 (centres undefined),12,i,-25
O=C(c1n[nH]c2c1CCC2)N1CCCC(Nc2cccc(F)c2)C1 (centres undefined),26,i,0
COc1ccc(S(=O)(=O)N(C)C)cc1NC(=O)COC(=O)c1nn(C)c(=O)c2ccccc12,14,i,-27
Cc1occc1-c1nnc(SCC(=O)N2c3ccccc3CCc3ccccc32)n1C,17,i,-20
CC(NS(C)(=O)=O)C(c1cccs1)N1CCN(c2ccc(F)cc2)CC1 (centres undefined),6,i,-5
Cc1ccc2cn[nH]c2c1NC(=S)NC(=O)c1ccccc1,7,i,-13
COc1ccccc1/C=C/C(=O)NCCc1ccccn1,16,i,-2
COc1cccc(CNC(=O)c2nnn(CC(=O)Nc3c(C)cccc3C)c2N)c1,7,i,-15
COc1ccccc1N(CC(=O)Nc1ccccc1C(=O)N1CCOCC1)S(C)(=O)=O,3,i,-29

# Of the compounds above, these have a thiophene ring, fused or not.
SMILES,OX1R antag-1,CHT PAM,OX1R antag-2
COC(=O)c1sc(N)c(C(=O)OC)c1CSc1nnc(-c2ccccc2Cl)n1C,34,i,-27
Cc1ccccc1CC1(CO)CCCN(Cc2nc(-c3cccs3)oc2C)C1 (centres undefined),25,i,-12
O=C(C1CCCN1C(=O)c1cccs1)N1CCN(S(=O)(=O)c2ccc(F)cc2)CC1 (centres undefined),-6,.,-14
CC(NS(C)(=O)=O)C(c1cccs1)N1CCN(c2ccc(F)cc2)CC1 (centres undefined),6,i,-5

# Quoted at random: three records from the list, in no set order.
SMILES,OX1R antag-1,CHT PAM,OX1R antag-2
COc1ccccc1/C=C/C(=O)NCCc1ccccn1,16,i,-2
Cc1ccc2cn[nH]c2c1NC(=S)NC(=O)c1ccccc1,7,i,-13
COc1cccc(CNC(=O)c2nnn(CC(=O)Nc3c(C)cccc3C)c2N)c1,7,i,-15

# Carrying on:
SMILES,OX1R antag-1,CHT PAM,OX1R antag-2
O=C(Nc1ccc(N2CCCC2)c(Cl)c1)c1cccs1,8,i,-13
O=C(Nc1ccc(Cl)cc1F)c1ccccc1Br,14,i,-20
O=C(CSc1cccc[n+]1[O-])c1cc(Cl)ccc1Cl,32,i,-1
COc1ccccc1C(=O)N1CCc2ccccc21,16,i,-21
O=[N+]([O-])c1c(C(Cl)Cl)nn(-c2ccc(Cl)cc2)c1N1CCCCC1,15,i,-27
COCC(=O)Nc1ccc(N(C)C)cc1,8,i,-1
Cc1cccc(N(CC(=O)NCCSCc2ccco2)S(=O)(=O)c2ccccc2)c1,59,i,32
COc1ccc(C)cc1NS(=O)(=O)c1ccc(Cl)nc1,5,.,-4
N/C(=N\OC(=O)CCCc1ccccc1)c1ccc(Br)cc1,1,i,-14
COc1ccc(/C(C)=N/N2CCCCC2)c(O)c1,15,i,-10
COc1ccc(C)cc1NC(=O)c1sc2ncnc(N3CCN(c4ccccn4)CC3)c2c1C,5,i,-12
O=C(Cc1noc2ccccc12)NNC(=S)Nc1ccc(Cl)cc1,15,i,-12
Cc1ccc(-c2cc(C(=O)Nc3c(C)n(C)n(-c4ccccc4)c3=O)c3ccccc3n2)cc1,7,.,-17
CC(C)(C)c1ccc2c(c1)OC(C(=O)N/N=C\c1ccccn1)CO2 (centres undefined),23,i,-9
O=C(O)c1cccc(Nc2ncnc3sccc23)c1,19,i,-2

# As entered above:
# `O=C(CSc1cccc[n+]1[O-])c1cc(Cl)ccc1Cl` in OX1R antag-1: 32
# `O=[N+]([O-])c1c(C(Cl)Cl)nn(-c2ccc(Cl)cc2)c1N1CCCCC1` in OX1R antag-1: 15
# `O=C(Nc1ccc(Cl)cc1F)c1ccccc1Br` in OX1R antag-2: -20
# `O=C(O)c1cccc(Nc2ncnc3sccc23)c1` in OX1R antag-2: -2
# `COc1ccccc1C(=O)N1CCc2ccccc21` in OX1R antag-1: 16

# New compounds follow:
SMILES,OX1R antag-1,CHT PAM,OX1R antag-2
C/C(CCC1CC(C)OC1=O)=N\NC(N)=O (centres undefined),8,i,-8
CC1CN(S(=O)(=O)c2ccc(NC(=O)CCCN3C(=O)c4ccccc4C3=O)cc2)CC(C)O1 (centres undefined),17,i,-37
COc1ccccc1CC(=O)O/N=C(\N)c1ccccn1,8,i,-7
CC(C)N(C(=O)CSc1nnc(CNc2ccc(F)cc2)o1)C(C)C,10,i,-10
C=CCCO[C@@H]1O[C@@H](C)[C@H](O)C[C@H]1O,-3,.,11

# Screening data: PubChem BioAssay, several laboratories
